# TRPV1 ag = agonists of human vanilloid receptor 1 (TRPV1) | 0.19% of 320,000 active | activation, % at 8.33 µM | Q8NER1 | TRPV1-expressing cells, Fluo-8 calcium influx, agonist mode; in the data active = activation above about 80%; inconclusive = between about 30% and that limit; also: 0% is about no effect
#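 Fluo-8 calcium influx in TRPV1-expressing cells, kinetic read (ex 480/em 520 nm). Compound added and read 3 min for agonist activity, followed by capsaicin at EC20 final and 2 min further read for enhancement.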
# Eya2 phos inh = blocks the phosphatase activity of human Eya2 | recombinant Eya2, OMFP fluorescence dephosphorylation (OMFP is methylfluorescein phosphate) | Potency, µM (highest dose often 76.9 µM), inactives show top-dose activity, negative = inhibition, actives largely listed as inhibitors | 0.006% of 330,000 active; also: potency is read from the fitted curve at half-maximal effect; % is scaled to controls: 0 for no effect and ±100 for the full control effect
# Target sequence (O00167 whole entry, looked up): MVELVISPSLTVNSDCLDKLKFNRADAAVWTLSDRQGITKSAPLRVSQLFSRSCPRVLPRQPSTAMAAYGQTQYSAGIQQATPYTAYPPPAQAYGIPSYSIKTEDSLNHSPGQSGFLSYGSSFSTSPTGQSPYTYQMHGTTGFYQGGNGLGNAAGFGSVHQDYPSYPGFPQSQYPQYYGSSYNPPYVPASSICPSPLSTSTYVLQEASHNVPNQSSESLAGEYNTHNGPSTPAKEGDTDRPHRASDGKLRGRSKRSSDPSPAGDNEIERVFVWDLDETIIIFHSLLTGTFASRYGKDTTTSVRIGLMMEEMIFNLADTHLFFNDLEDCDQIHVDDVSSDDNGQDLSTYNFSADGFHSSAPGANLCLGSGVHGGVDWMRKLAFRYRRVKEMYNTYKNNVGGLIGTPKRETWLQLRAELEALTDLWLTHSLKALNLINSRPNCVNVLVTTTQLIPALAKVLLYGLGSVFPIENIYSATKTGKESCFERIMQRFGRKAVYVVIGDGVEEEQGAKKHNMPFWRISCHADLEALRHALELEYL
#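 Eya2 protein (added as 0.2 uM solution) was preincubated with compound for 10 min at ambient temperature in 50 mM HEPES pH 7.5, 50 mM NaCl, 5 uM MgCl2, 0.05% BSA, 1 mM DTT. OMFP (added at 50 uM) then reacted 10 min; fluorescence read at 485/525 nm.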
# TCR activator = activators of T cell receptors. 330,000 tested, under 10 active. primary human leukocytes, anti-CD3, IL-2 HTRF, 48 h. Potency, µM (doses to about 9.22 µM), without a hit: at the top dose activation of IL-2 secretion, most hits filed as activators; also: % of control where 0% means no effect
#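 TCR engagement came from a-CD3 beads alone, with compounds added to primary human leukocytes for 48 hr. Secreted IL-2 bridged europium cryptate- and d2-labelled anti-IL-2 antibodies, giving FRET emission at 665nm after 320nm excitation.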
# AT treatment = candidate therapy for ataxia-telangiectasia | […] A-T fibroblasts, KAP-1 phosphorylation AlphaLISA; neocarzinostatin DNA damage 30 min before lysis | Potency, µM (titrated, usually from 57.5 µM), inactives show at the top dose activation, hits mostly activators | 0.19% of 320,000 active | AID 485349; also: potency is read from the fitted curve at half-maximal effect; % of control where 0% means no effect; nearly all actives have a fitted effect of over 45% in size
#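 ATM-like activity read as KAP-1 phosphorylation via AlphaLISA donor/acceptor antibody pairs after lysis and 6 hr at 25C. Cells were ATM-null patient fibroblasts ([…], hTERT), dosed 60 min, then exposed to the DSB inducer NCS for 30 min.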
# Mito fusion act = inhibitors of mitochondrial division or activators of mitochondrial fusion; S. cerevisiae fusion-defective mutant growth rescue, CellTiterGlo 48 h; 0.23% of 320,000 active; Potency, µM (highest dose often 46.1 µM), inactives show top-dose growth rescue (activation), actives largely listed as activators;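 also: potency is read from the fitted curve at half-maximal effect; % of control where 0% means no effect; nearly all actives have a fitted effect of over 45% in size; temperature-sensitive fusion mutants such as fzo1-1 at 37 °C on non-fermentable ethanol glycerol medium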
#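 Read-out: ATP-based luminescence (CellTiterGlo, 10 min ambient) reporting growth of fusion-defective ts yeast after 48 hours at 37C on glycerol/ethanol YPEG medium in the presence of compound.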
# ELG1 repair inh = ELG1-dependent DNA repair inhibition. HEK293T ELG1-luciferase reporter, luminescence, 16 h; DNA damage induced by 5-fluorouridine. Potency, µM (series often up to 46.1 µM), without a hit: at the top dose activity change, negative = inhibition, usual class: inhibitors. 2.3% of 330,000 active; also: potency is read from the fitted curve at half-maximal effect; % is scaled to controls: 0 for no effect and ±100 for the full control effect; nearly all actives have a fitted effect of over 55% in size
#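 Overnight (16 hr) co-exposure of 2,000 cells/well to 5-fluorouridine and compound at 37 °C preceded detection. Luciferase was quantified via ONE-Glo luminescence; loss of signal denotes inhibition.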
# KCNH2 3.1 block = inhibitors of human KCNH2 3.1 potassium channel isoform; 0.95% of 340,000 active; AID 720553; activity change, % (tested at about 1.8 µM); U2OS KCNH2 3.1, thallium flux FluxOr; active compounds read low;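 active = maximum activity change below -70%; inconclusive = maximum activity change from -70% to -50%; inactive = maximum activity change above -50%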;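 also: thallium influx rate constant from kinetic fluorescence after stimulation buffer; % is scaled to controls: 0 for no effect and ±100 for the full control effect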
#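 Thallium flux read-out: FluxOr dye with Red40 quencher in HBSS/HEPES, 45 min at RT. Rate constants from kinetic reads were normalized to positive and negative DMSO controls. Cells: U2OS virally expressing the 3.1 isoform.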
# TSHR antagonist = antagonists of human thyroid stimulating hormone receptor | P16473 | TSHR-expressing cells, TSH-stimulated cAMP HTRF, 2 h; active compounds read low | activity change, negative = inhibition, % at 11.5 µM | 0.2% of 330,000 active | AID 504810;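 active = activity change below a set negative limit, meaning inhibition stronger than a set level, cut at about -70% in these data; inconclusive = activity change between two set negative limits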; also: % is scaled to controls: 0 for no effect and ±100 for the full control effect
#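 Antagonism was scored as loss of TSH-driven cAMP in TSHR cells, stimulated with 4nM TSH (EC80) for 2 hours at 37 deg C and detected by homogeneous HTRF competition immunoassay.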
# hERG WT inh = KCNH2 (human, wildtype) channel inhibition. Q12809. U2OS, BacMam KCNH2, thallium flux FluxOr; active compounds read low. activity change, % at 1.84 µM. 0.37% of 340,000 active. AID 720551;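 active = maximum activity change below -70%; inconclusive = maximum activity change between -70% and -50%; inactive = maximum activity change above -50%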; also: % is scaled to controls: 0 for no effect and ±100 for the full control effect
#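 U2OS cells were transduced with wild-type KCNH2 virus (2.03 x 10^8 / mL) for 4 h at room temperature, then cultured overnight at 37 C. Thallium flux was read with FluxOr dye. Rate constants were normalized to DMSO controls.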
# USP2a block = blocks human ubiquitin-specific protease USP2a; O75604; USP2 core, Ub-CHOP2 coupled fluorogenic reporter, 485/531; Potency, µM (titrated, usually from 38.3 µM), inactives show at the top dose activity change, negative = inhibition, usual class: inhibitors; 0.01% of 330,000 active; AID 463254;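 also: potency is read from the fitted curve at half-maximal effect; plate controls were DMSO wells for no effect and full inhibition by NEM control for full effect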
#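 Cell-free coupled assay: 10nM USP2 core preincubated 30min RT with compound in Tris-HCl pH 8.0/CaCl2/CHAPS buffer, then 25nM Ub-CHOP2 and 25nM reporter substrate; fluorescence (Ex 485/Em 531) read after 60min RT, normalized to NEM inhibition, concentration-response curves fitted.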
# Starred values were filed as active, the others as inactive; i = inactive; ? = inconclusive; nt = not tested or not shown; [ ] = remark or other dose. Unless noted, calls follow the shape of the dose curve; as a rule, active = well fitted curve in the direction sought with a large enough effect; inconclusive = small, poorly fitted or top-dose-only effect, or another doubt; inactive = no such curve, though single readings can be large; an effect the other way counts as inactive or inconclusive.
SMILES,TRPV1 ag,Eya2 phos inh,TCR activator,AT treatment,Mito fusion act,ELG1 repair inh,KCNH2 3.1 block,TSHR antagonist,hERG WT inh,USP2a block
CCC(C)(C)NC(=O)C(c1ccc(C)cc1)N(CCN1CCOCC1)C(=O)CNC(=O)c1cccs1 (configuration not stated),4,-7%,3%,-8%,0%,8%,0,-5,-2,-2%
CCn1cc(C(=O)NCCCOC)c2cc(OC)c(OC)cc2c1=O,-1,-28%,11%,0%,-2%,1%,-12,7,6,-3%
Cc1ccc2c(C)c(C(=O)Nc3nnc(C)s3)oc2c1,-1,8%,-4%,9%,4%,?,4,-10,0,2%
COc1ccc(C(=O)Nc2ccc(N3CCCCCC3)cc2)cc1S(=O)(=O)N1CCOCC1,27,1%,8%,-7%,0%,21µM*,-26,-36,5,3%
Cc1cc2c(c(=O)n1Cc1ccccc1)C1O[C@](c3ccsc3)(Cc3cc(C#N)ccc31)O2,i,2%[15.4 µM],nt,4%[11.5 µM],-5%[9.22 µM],nt,nt,nt,nt,1%[7.66 µM]
CCOC(=O)/C(N=Nc1c(C)n(C)n(-c2ccccc2)c1=O)=C(/O)c1ccccc1,5,-13%,-2%,-2%,8%,?,2,-8,0,0%
CC1(C)C2CCC1(CS(=O)(=O)NCc1ccc(C(=O)O)cc1)C(=O)C2 (configuration not stated),-1,17%,-1%,4%,-3%,-7%,3,-2,-3,1%
CCn1c(CNC(=O)Cc2ccc(OC)cc2)nnc1SCC(=O)Nc1nccs1,0,-1%,-3%,-11%,-4%,-18%,4,1,16,3%
Cc1ccc(C(=O)c2cncc(Br)c2)cc1,9,-18%,5%,8%,1%,-25%,-2,3,-14,1%
Cc1c(C#N)c(N=CN(C)C)c(C(=O)c2ccc(Br)cc2)n1-c1ccc(Cl)cc1,15,-21%,3%,-7%,27%,?,4,-12,3,3%
COC(=O)c1cc(CNC(=O)Cc2ccsc2)ccc1OC,3,-1%,0%,-1%,-3%,-1%,-1,-16,2,-2%
COc1ccc(CN(C(=S)Nc2ccccc2)C2CC(=O)N(c3ccccc3)C2=O)cc1 (configuration not stated),7,-5%,7%[46.1 µM],-2%,-1%,?,3,0,-9,1%
Cc1ccc(C)c(S(=O)(=O)N2CCC(c3nc4c(nnn4Cc4ccc5c(c4)OCCO5)c(=O)[nH]3)CC2)c1,-4,-5%,-2%,6%,-3%,-22%,-5,-4,-8,-2%
CC(=O)c1cccc(N(C(=O)c2cnccn2)C(C(=O)NCc2ccccc2)c2ccco2)c1 (configuration not stated),7,-6%,-1%,2%,-1%,5%,-6,-45,2,2%
CCCCNC(=O)C1CCC(CNc2nc(=S)[nH]c3ccccc23)CC1 (configuration not stated),-2,-2%,nt,3%,16%,28%,-11,-2,-9,-1%
C=C(c1ccc(OCCO)cc1)c1ccc(OCCO)cc1,-5,12%,1%,-3%,0%,0%,-4,-2,-1,-1%
Cn1cc(C2N3CC4(C)CN2CC(C)(C3)C4=O)c2ccccc21 (configuration not stated),2,-4%,-1%,0%,-1%,7%,7,2,-4,3%
CC1CCN(Cc2ccc(-c3nnn(CC(=O)Nc4ccccc4Cl)n3)cc2)CC1,29,7%,3%,-4%,2%,?,-12,-6,26,0%
O=C(NCCC1=CCCCC1)c1ccc(Cl)c(S(=O)(=O)Nc2ccccc2)c1,-11,19%,1%,-2%,?,?,-20,-31,1,-2%
O=C(c1ccc(-c2cccc(Cl)c2)o1)N1CCN(c2ccc([N+](=O)[O-])cc2)CC1,2,-1%,-3%[46.1 µM],-1%,3%,?,-101*,-2,?,-2%

# For convenience, part of the list above:
SMILES,TRPV1 ag,Eya2 phos inh,TCR activator,AT treatment,Mito fusion act,ELG1 repair inh,KCNH2 3.1 block,TSHR antagonist,hERG WT inh,USP2a block
CC1(C)C2CCC1(CS(=O)(=O)NCc1ccc(C(=O)O)cc1)C(=O)C2 (configuration not stated),-1,17%,-1%,4%,-3%,-7%,3,-2,-3,1%
CCn1c(CNC(=O)Cc2ccc(OC)cc2)nnc1SCC(=O)Nc1nccs1,0,-1%,-3%,-11%,-4%,-18%,4,1,16,3%
Cc1ccc(C(=O)c2cncc(Br)c2)cc1,9,-18%,5%,8%,1%,-25%,-2,3,-14,1%
Cc1c(C#N)c(N=CN(C)C)c(C(=O)c2ccc(Br)cc2)n1-c1ccc(Cl)cc1,15,-21%,3%,-7%,27%,?,4,-12,3,3%
COC(=O)c1cc(CNC(=O)Cc2ccsc2)ccc1OC,3,-1%,0%,-1%,-3%,-1%,-1,-16,2,-2%
COc1ccc(CN(C(=S)Nc2ccccc2)C2CC(=O)N(c3ccccc3)C2=O)cc1 (configuration not stated),7,-5%,7%[46.1 µM],-2%,-1%,?,3,0,-9,1%
Cc1ccc(C)c(S(=O)(=O)N2CCC(c3nc4c(nnn4Cc4ccc5c(c4)OCCO5)c(=O)[nH]3)CC2)c1,-4,-5%,-2%,6%,-3%,-22%,-5,-4,-8,-2%

# The list goes on.
SMILES,TRPV1 ag,Eya2 phos inh,TCR activator,AT treatment,Mito fusion act,ELG1 repair inh,KCNH2 3.1 block,TSHR antagonist,hERG WT inh,USP2a block
O=C(O)c1sccc1OCc1ccccc1,-3,1%,-4%,2%,4%,-13%,-15,0,-1,4%
CCOC(=O)CCC(NC(=O)c1cncc(O)c1)C(=O)OCC (configuration not stated),-3,10%,-4%,-2%,14%,-12%,-3,17,-6,-1%
COc1cccc(/C(N)=N/OC(=O)Cc2ccccc2[N+](=O)[O-])c1,12,6%,2%,2%,2%,?,12,-8,-3,10%
O=C1NC2=C(CCc3ccccc32)C(c2ccccc2)N1 (configuration not stated),2,10%,6%,9%,-6%,11%,6,-14,-1,4%
O=C(C[C@H]1C[C@H](C(=O)N2CCCCC2)[C@@]2(CCc3ccccc3)c3[nH]c4ccc(Cl)cc4c3CCN2C1=O)NCCN1CCOCC1,nt,0%,-7%[46.1 µM],0%[11.5 µM],nt,18%,4,-3,-11,0%
CCC(C)N1CC(C(=O)O)CC1=O (configuration not stated),-1,-9%,0%,-1%,-1%,?,4,-4,-2,0%
Cc1nc2c(-c3ccccc3)c(C)nn2c(C)c1CCC(=O)NCc1ccco1,?,19%,-2%,-2%,0%,-12%,7,-1,0,1%
Cc1ccc2nc3sc(C(=O)NCc4ccco4)c(N)c3cc2c1,16,-16%,-7%[46.1 µM],-1%,-2%,?,-3,4,0,?
CCCCCCCCCCCCC/C=C/[C@@H](O)[C@@H](N)CO,-2,14%,1%,-9%,7%,?,4,-2,4,1%
O=C(COc1ccc(S(=O)(=O)N2CCCC2)cc1)N1CCCC1,5,2%,2%,-4%,-6%,9%,6,32,-11,-1%
Cn1cnnc1SCNC(=O)C(F)(F)F,-2,3%,-3%,0%,-4%,-8%,0,0,4,4%
COc1ccc(OC)c(CN2CCN(c3ccc(S(=O)(=O)N4CCCC4)cn3)CC2)c1,-17,15%,-15%,52%,10%,?,6,11,-9,-1%
COc1ccccc1NC(=O)C(=O)c1cn(CC(=O)N2CCCC2)c2ccccc12,1,-27%,3%,1%,2%,?,24,8,-16,1%
CCc1ccc2c(c1)cc(CN(C(=S)Nc1ccccc1C)C1CC1)c1nnnn12,8,10%,3%,2%,-5%,-3%,-1,66,11,1%
COc1cccc(-c2c(C(=O)N/N=C/c3ccsc3)nnn2-c2nonc2N)c1,-5,6%,-5%,0%,24%,8%,-26,19,2,-4%
CC1CC(C)CN(C(=O)C(C)N(C)CC(=O)Nc2ccccc2Cl)C1 (configuration not stated),21,6%,nt,3%,1%,-19%,1,-8,-5,0%
Cc1cccc(C(=O)n2c(=S)nc3ccccn32)c1,0,-2%,-2%,nt,2%,?,13,8,4,0%
CCC(=O)Nc1ccc2c(c1)nc(CCNC(=O)c1ccco1)n2C,-1,2%,-2%,-2%,4%,-7%,3,9,2,0%
COCCOC(=O)c1c(C)n(C)c2ccc(OC(=O)c3ccco3)cc12,5,7%,nt,nt,3%,?,8,3,-4,6%
O=C1CN(C(=O)COC(=O)CCC(=O)c2ccc3c(c2)OCCO3)c2ccccc2N1,-3,9%,3%,5%,-3%,6%,12,-1,-5,3%
CC1CCCC(C)N1C(=O)c1ccc(CS(=O)(=O)c2ccccc2)cc1 (configuration not stated),-2,-2%,-1%,15%,-9%,11%,-2,7,-5,3%

# Assay outcomes as filed in PubChem.

# These rows are one share of the data; rates above refer to the full screens.
